STEP block: inhibitors of human striatal-enriched phosphatase STEP; P54829; 360,000 tested, 0.25% active; recombinant STEP, OMFP fluorogenic substrate, fluorescence; inhibition, % at 20 µM;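 active means inhibition at 20 µM, scaled per plate between control wells, above about 37%, limit read from the data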;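 further: 0% = DMSO with enzyme and substrate and 100% = substrate only without enzyme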
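Also added – OMFP at 25 µM · Test system – STEP tyrosine phosphatase · Technique – FITC-channel fluorescence of OMFP product · Schedule – 20 min at room temperature, dark · Evaluation – control-normalized % inhibition with plate pattern correction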
TbMetRS inhib: blocks T. brucei methionyl-tRNA synthetase activity | purified T. brucei MetRS, ATP depletion, Kinase-Glo luminescence | inhibition, % at 11.9 µM | 360,000 tested, 0.4% active | AID 624268;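 active means inhibition above a per-plate cutoff of the control wells' mean inhibition plus 3 SD, cut at about 5.5% in these data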;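 further: 0% = DMSO wells median and 100% = median of wells with control inhibitor compound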
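assay system = parasite MetRS enzyme | timing = 15 min preincubation, 2 h reaction, all 25 °C | evaluation = percent inhibition relative to median high and low control wells | medium = HEPES buffer containing pyrophosphatase, BSA, spermine, DTT | compound = single dose, 11.9 µM final nominal, 0.9% final DMSO | detection = Kinase-Glo luminescence, ATP depletion format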
LMPTP inh: blocks human LMPTP phosphatase; recombinant LMPTP-A, OMFP fluorogenic substrate, fluorescence intensity; AID 651560; inhibition, % at 20 µM; 360,000 tested, 0.22% active;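 active means compounds that cut the enzyme signal by at least half of the control window in the single-dose screen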;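 further: plate controls were DMSO wells with enzyme plus substrate for no effect and substrate without enzyme for full effect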
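test system = LMPTP-A | amount = 0.625 nM LMPTP-A final | reagent = fluorogenic phosphatase substrate OMFP at 400 µM final | incubation = 50 min at room temperature | benchmarks = no-enzyme low control, uninhibited high control | medium = Bis-Tris pH 6.0, DTT, detergent | signal = fluorescence intensity of OMFP turnover product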
NadD block: inhibitors of Staphylococcus aureus NadD; purified NadD enzyme, colorimetric absorbance read-out; 360,000 tested, 0.78% active; inhibition, % at 20 µM; in the data active means inhibition above about 26%; further: some compounds past the cut are filed as inactive
CSN inh: inhibitors of human CSN-mediated cullin deneddylation | Purified CSN, SCF-Nedd8-OG deneddylation, fluorescence polarization | inhibition, % at 12.5 µM | 360,000 tested, 0.38% active | AID 651999;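 active means pattern-corrected inhibition above about 35%, with an unprinted fluorescence ratio check between 0.5 and 1.5, limit read from the data, passing the limit was not always enough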;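 further: 0% = enzyme with substrate and 100% = substrate without enzyme; some results filed as inactive read as strong as hits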
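Test system: purified human Csn5 enzyme expressed in HEK293T cells. Amount: 0.24 nM enzyme. Reagent: SCFSkp2-Nedd8OG substrate at 10 nM final. Schedule: 90 min incubation of compound, enzyme and substrate at room temperature. Detection: fluorescence polarization. Read-out: % inhibition of substrate cleavage by Csn5.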
PABP1 MLLE inh: blocks PAM2 peptide binding to the PABP1 MLLE domain | P11940 | 360,000 tested, 0.36% active | GST-MLLE / FITC-PAM2 fluorescence polarization | AID 588489 | inhibition, % at 20 µM; in the data active means inhibition above about 35%, passing the limit was not always enough;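 further: plate controls were DMSO wells with GST-MLLE for no effect and wells lacking GST-MLLE protein for full effect; some results filed as inactive read as strong as hits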
SUMO1 PPI mod: SUMO1-SIM interaction modulation. SUMO1 binding to a labelled peptide, TR-FRET, 1 h. P63165. 360,000 tested, 0.33% active. inhibition, % at 20 µM; in the data active means inhibition above about 37%
Scp-1 inhibitor: Scp-1 (human) phosphatase inhibition. AID 493091. inhibition, % at 20 µM. Recombinant Scp1, phosphopeptide, malachite green phosphate absorbance. 340,000 tested, 0.88% active;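 active means inhibition above about 50% at 20 µM, limit read from the data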;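 further: plate controls were DMSO wells with enzyme for no effect and wells lacking enzyme for full effect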
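Assay system: SCP-1 catalytic fragment, aa 76-261 | Buffer or medium: Tris acetate buffer pH 5.5 with MgCl2 and Tween-20 | Compound: One concentration, 20 µM, with 1.0% DMSO | Also added: Phospho 17-mer peptide substrate | Signal: Absorbance at 630 nm | Incubation: 45 min enzyme reaction at room temperature | Measure: % inhibition of SCP-1 phosphate liberation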
DNMT1 inh: blocks human DNA methyltransferase DNMT1; inhibition (reported as % activation of signal), % at 10 µM; 360,000 tested, 0.83% active; DNMT1 molecular beacon, Hinp1I cleavage, fluorescence; P26358; in the data active means inhibition above about 50%
Rpn11 inh: inhibitors of human proteasome Rpn11; O00487; human 26S proteasome, Ub4-pepOG fluorescence polarization; 20S core pre-blocked with epoxomicin; calls only at 20 µM; 360,000 tested, 0.59% active;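 active means inhibition at 20 µM, scaled to each plate's controls, above about 33%, limit read from the data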
Active calls of the source: *; i = inactive; / = no result given.

SMILES	STEP block	TbMetRS inhib	LMPTP inh	NadD block	CSN inh	PABP1 MLLE inh	SUMO1 PPI mod	Scp-1 inhibitor	DNMT1 inh	Rpn11 inh
COc1cc(C(=O)Nc2nc3ccc(C)cc3s2)ccc1OCc1c(C)noc1C	-2	-0.1	1.0	4	-1	-8	2	1	-7	i
CSc1ncccc1C(=O)OCC(=O)Nc1nc(C)c(Cl)cc1Cl	-6	-0.4	-0.6	-1	1	12	0	4	3	i
Cc1cc(=O)n2c3ccccc3n(C)c2n1	2	-0.9	0.0	-2	0	-1	5	-7	-4	i
CCOc1ccc(C(=O)NCC(=O)N2CCCCCCC2)cc1	1	-0.7	-0.7	-5	-1	-2	-9	3	3	i
CC(C)(C)NC(=O)NC(=O)CN1CCN(S(=O)(=O)/C=C/c2ccccc2)CC1	-1	0.2	-0.4	5	-1	7	-7	-1	1	i
COc1ccc(CNC(=O)CS(=O)(=O)Cc2nc(-c3ccc(OC)cc3)oc2C)cc1	-2	0.0	0.7	-4	1	11	4	-2	-4	i
CC(C)Nc1nc(Nc2ccc(C(N)=O)cc2)c2sccc2n1	-4	-0.2	36	-6	-4	5	12	/	-4	i
CC(=O)Nc1ccc(Nc2cc(C)nc3c(-c4ccc(Cl)cc4)c(C)nn23)cc1	-1	-0.8	3.2	-2	-7	12	-3	3	5	i
Cc1cccc(-c2noc(CSc3ccccc3)n2)c1	-2	-0.2	2.6	-5	-1	9	-1	38	1	i
COCCc1nc2ccc(C(=O)N3CCCCC3COC)cc2o1 (stereo not drawn)	1	-0.3	-0.5	4	-2	4	4	1	3	i
CCOc1ccc(-n2cc(C(=O)N3CCN(C)CC3)c3cc(OC)c(OC)cc3c2=O)cc1	-2	-0.1	1.5	9	3	3	-3	-4	1	i
COc1ccc(C(=O)CNc2cccc(F)c2)cc1	-1	-0.4	0.6	-3	2	-10	-7	-9	-7	i
S=c1sc2c(Cl)ncnc2n1-c1ccccc1	2	0.0	-0.1	4	12	-34	10	-9	5	i
Cc1cc(=O)[nH]c(SCC(=O)N2CCCC(C)C2)n1 (stereo not drawn)	-1	-1.2	-1.1	-2	2	1	-6	1	-1	i
CCOc1ccc(S(=O)(=O)Nc2cccc(C(=O)N3CCN(c4cccc(OC)c4)CC3)c2)cc1	-3	-0.4	2.4	12	5	4	4	-3	-10	i

Taken from above:
Value of CCOc1ccc(S(=O)(=O)Nc2cccc(C(=O)N3CCN(c4cccc(OC)c4)CC3)c2)cc1 in Scp-1 inhibitor: -3
Value of CSc1ncccc1C(=O)OCC(=O)Nc1nc(C)c(Cl)cc1Cl in NadD block: -1

Going on with the list.
SMILES	STEP block	TbMetRS inhib	LMPTP inh	NadD block	CSN inh	PABP1 MLLE inh	SUMO1 PPI mod	Scp-1 inhibitor	DNMT1 inh	Rpn11 inh
CSc1cc(-c2ccc(Cl)cc2)n(Cc2ccccc2)c(=O)c1C#N	-1	-1.5	2.3	2	4	0	33	4	11	i
CN1CCN(NC(=O)c2cc(-c3ccccn3)nc3ccccc23)CC1	0	0.4	-0.7	-1	3	4	-2	-5	0	i
CC(=O)C1=C(O)C(=O)OC1c1ccc(Cl)cc1 (stereo not drawn)	4	0.5	-1.5	0	3	13	-10	6	-2	i
O=C(CCC(=O)N(CC(=O)NC1CCCCC1)c1ccc(F)cc1)Nc1ccccn1	-1	-0.7	0.4	-5	5	-1	2	8	3	i
COc1ccc(NC(=O)CN(C)C(=O)c2ccc(S(=O)(=O)N3CCOCC3)cc2)cc1	-1	-0.1	0.2	5	-5	2	-3	/	0	i
O=C(NCc1ccccc1)C(c1ccc(F)cc1)N(C(=O)c1csnn1)C1CCCC1 (stereo not drawn)	3	0.2	-0.1	3	0	4	1	-5	4	i
Cn1c(=O)c2c(nc(Oc3ccccc3Cl)n2C)n(C)c1=O	-3	-0.8	-1.3	-4	3	4	0	-2	-1	i
COc1cc(NC(=S)N2CCCC2)cc(OC)c1	2	0.2	0.2	5	1	-87	-1	-2	0	i
CC(=O)NCC(=O)N1CCCC(C(=O)c2ccc(Oc3ccccc3)cc2)C1 (stereo not drawn)	3	-0.3	-1.3	1	-3	3	2	-6	-1	i
COc1ccc(S(=O)(=O)N2CCC(O)(c3cccnc3)CC2)cc1OC	-2	0.0	2.4	0	2	15	3	-4	-2	i
CC(C)NCC(O)c1cc(O)cc(O)c1 (stereo not drawn)	-2	0.3	0.3	5	-7	7	0	-14	6	i
COc1ccc(Cl)cc1NC(=O)NCCN1CCNC1=O	0	-0.1	-0.6	0	-4	-9	0	-11	-1	i
CN(C)CCCNC(=O)CC(c1ccc(F)cc1)c1ccco1 (stereo not drawn)	-4	-0.7	-3.6	2	0	-10	-5	-2	4	i
CC1(C)NC(=S)NC1=S	-2	-0.2	-1.1	0	-3	-2	1	5	0	i
CC(C)C(=O)Nc1cc2c3c(c1)CCC(=O)N3CCC2	-1	-0.6	0.3	4	6	4	5	-7	-2	i

Given as labelled records: two of the compounds above
CC(C)NCC(O)c1cc(O)cc(O)c1 (stereo not drawn)
  STEP block: -2	TbMetRS inhib: 0.3	LMPTP inh: 0.3	NadD block: 5	CSN inh: -7	PABP1 MLLE inh: 7	SUMO1 PPI mod: 0	Scp-1 inhibitor: -14	DNMT1 inh: 6	Rpn11 inh: i
COc1ccc(Cl)cc1NC(=O)NCCN1CCNC1=O
  STEP block: 0	TbMetRS inhib: -0.1	LMPTP inh: -0.6	NadD block: 0	CSN inh: -4	PABP1 MLLE inh: -9	SUMO1 PPI mod: 0	Scp-1 inhibitor: -11	DNMT1 inh: -1	Rpn11 inh: i

More results
SMILES	STEP block	TbMetRS inhib	LMPTP inh	NadD block	CSN inh	PABP1 MLLE inh	SUMO1 PPI mod	Scp-1 inhibitor	DNMT1 inh	Rpn11 inh
COC(=O)Cc1cc(=O)oc2cc(OC)ccc12	0	-0.6	-0.1	-8	0	7	0	-4	5	i
CCCCn1nc(C(=O)NCC(c2cccs2)N2CCOCC2)c2ccccc2c1=O (stereo not drawn)	1	-0.2	0.1	-6	-6	0	1	-10	3	i
O=C(c1cc(Br)ccc1Cl)N1CCN(c2ncccn2)CC1	0	-0.2	-1.1	-2	-2	-7	0	-9	2	i
O=C(O)COc1ccc(-c2nc(-c3ccccc3)c(-c3ccccc3)[nH]2)cc1	1	-0.1	-0.1	-9	0	11	21	1	-1	i
COc1ccccc1C(=O)C1CCCN(C(=O)c2ccc(C(C)=O)s2)C1 (stereo not drawn)	-2	-0.5	-1.7	-4	4	-9	-2	-6	3	i
O=c1[nH]c(C(F)(F)F)nc2ccc3ccccc3c12	-1	-0.2	-1.1	-3	0	5	7	-9	1	i
CC(=O)Nc1ccc(S(=O)(=O)Nc2nc3ccccc3nc2Nc2ccc(S(N)(=O)=O)cc2)cc1	-1	0.6	1.0	4	-3	3	-1	-5	-4	i
Cc1ccc(S(=O)(=O)n2c(C)nc3ccccc32)cc1	0	1.1	0.1	-7	5	-4	5	-2	3	i
Cc1cc(C)c(S(=O)(=O)N/N=C/c2ccc([N+](=O)[O-])o2)c(C)c1	2	-0.2	-0.5	3	0	6	-14	5	1	i
COc1ccc(NS(=O)(=O)c2c(C)[nH]c(=O)[nH]c2=O)c(OC)c1	-6	0.0	-1.0	-1	-5	1	1	-5	2	i
Cc1ccc(NC=C(S(=O)(=O)c2ccccc2)S(=O)(=O)c2ccccc2)c(C)c1	2	-0.3	3.1	-7	2	14	0	-13	0	i
COc1ccc2nc(Cl)c(C3CC(c4ccco4)=NN3C(=O)CCCC(=O)O)cc2c1 (stereo not drawn)	-1	-0.6	-1.0	6	2	1	3	-2	2	i
CCc1ccc(OCC(=O)NCCOc2ccccc2)cc1	-1	-1.2	-0.2	-8	-1	-11	1	0	2	i
Cn1c2ccccc2c2nnc(SCc3ccc4nonc4c3)nc21	-3	-1.3	0.8	0	-1	6	-19	-1	-1	i
CCCCNC(=O)C[C@@H]1C[C@@]2(C(=O)OC)CC(C)(C)CC=C2N(Cc2ccc3c(c2)OCO3)C1=O	/	0.0	1.1	/	0	/	2	/	/	/
COc1cccc(C(C)(O)c2nc(-c3ccc(OC)c(OC)c3)cs2)c1 (stereo not drawn)	-1	0.0	-0.4	-7	0	-2	1	/	-1	i
Cc1cc(C)c(NS(=O)(=O)c2ccc(Cl)c(C(=O)O)c2)c(C)c1	-4	-0.8	-0.1	-3	-3	11	0	0	-1	i
COc1ccccc1C1=NOC(C(=O)N2CCN(C(=O)c3ccco3)CC2)C1 (stereo not drawn)	-2	-0.3	-1.9	-2	1	3	0	-3	1	i
COc1ccc(-c2nn(-c3ccccc3)cc2C(=O)N(C)C)cc1	0	-0.6	-2.4	-5	-3	1	1	-4	-1	i
N#Cc1c(N)nc(SCC(=O)NC2CCCCC2)c(C#N)c1-c1ccc(Cl)cc1	1	-1.4	2.8	-3	-2	10	-4	2	25	i
O=C1NC(Cc2ccc(O)cc2)c2nc3cc(Cl)ccc3c(=O)n2-c2ncccc21 (stereo not drawn)	0	0.4	-2.2	0	-4	6	-5	/	0	i
CCN1CCN(c2ncnc3c2sc(=S)n3-c2ccccc2)CC1	-4	-0.6	-1.9	1	5	-7	3	3	8	i
COc1cccc(-c2ccc(NC(=O)C3CCCN(Cc4cnc(C)s4)C3)cc2)c1 (stereo not drawn)	1	-0.5	1.4	-4	2	1	-2	-5	-6	i
CN(c1ccccc1)S(=O)(=O)c1ccc(C(=O)NCc2ccccc2CN2CCCC2)cc1	2	-0.4	1.6	-7	4	5	-1	-5	1	i
Cc1cc2c(cc1C)N1C(=O)c3cc4ccccc4cc3NC(=O)C1C(=O)N2 (stereo not drawn)	1	0.0	-2.5	5	4	-3	3	/	40	i
Cc1ccc(NC(=O)c2cccnc2)cc1S(=O)(=O)N1CCOCC1	-1	-0.4	0.3	-3	-3	-28	-4	-2	-2	i
O=C(NCCN1C(=O)CCC1=O)c1ccncc1	2	-1.5	0.2	-4	3	-4	0	-7	4	i
COc1ccc(C(=O)NCC(=O)N2CCCCC2)cc1OC	0	-0.7	0.4	-6	-7	-1	1	47	1	i

3 entries drawn at random from those above, as already listed:
SMILES	STEP block	TbMetRS inhib	LMPTP inh	NadD block	CSN inh	PABP1 MLLE inh	SUMO1 PPI mod	Scp-1 inhibitor	DNMT1 inh	Rpn11 inh
O=C(NCCN1C(=O)CCC1=O)c1ccncc1	2	-1.5	0.2	-4	3	-4	0	-7	4	i
CN(c1ccccc1)S(=O)(=O)c1ccc(C(=O)NCc2ccccc2CN2CCCC2)cc1	2	-0.4	1.6	-7	4	5	-1	-5	1	i
O=C1NC(Cc2ccc(O)cc2)c2nc3cc(Cl)ccc3c(=O)n2-c2ncccc21 (stereo not drawn)	0	0.4	-2.2	0	-4	6	-5	/	0	i
